D2 potentiator: positive allosteric modulators of human D2 dopamine receptor | HEK293 T-REx D2, calcium flux, EC20 dopamine potentiation | potentiation, % at 10 µM | hit rate 0.34% among 340,000;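 active = potentiation over 3 SD above the plate norm, cut at about 30% in these data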; note: 0% is about no effect
Target sequence (P14416 whole entry, looked up): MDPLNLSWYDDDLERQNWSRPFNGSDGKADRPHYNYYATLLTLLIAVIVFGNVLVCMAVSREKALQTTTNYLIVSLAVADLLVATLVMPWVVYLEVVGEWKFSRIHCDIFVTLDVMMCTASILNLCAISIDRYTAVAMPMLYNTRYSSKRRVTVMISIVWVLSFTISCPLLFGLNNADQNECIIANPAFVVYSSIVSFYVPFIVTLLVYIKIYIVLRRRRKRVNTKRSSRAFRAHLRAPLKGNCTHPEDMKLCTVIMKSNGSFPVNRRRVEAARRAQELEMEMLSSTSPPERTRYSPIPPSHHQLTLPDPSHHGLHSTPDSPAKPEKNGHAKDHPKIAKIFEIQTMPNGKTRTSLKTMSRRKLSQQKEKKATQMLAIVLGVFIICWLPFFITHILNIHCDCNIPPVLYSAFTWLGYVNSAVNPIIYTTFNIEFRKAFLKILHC
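Potentiation of an EC20 dopamine calcium response is measured in a force-coupled, tetracycline-inducible Hek293 Trex D2 line. Compound-only kinetic reads over 180 s flag agonists before dopamine addition.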
D2 agonist: activates the human D2 dopamine receptor. AID 485358. activation, % at 2 µM. hit rate 0.53% among 340,000. HEK293 T-REx D2 cells, calcium flux agonist mode;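 active = activation over 3 SD above normal in the single-dose calcium agonist read, cut at about 30% in these data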; note: 0% is about no effect
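HEK293 Trex D2 cells, tetracycline-induced, o/n 30 C 5% CO2; no-wash Ca dye, RT 30–90 min; 10-cycle baseline, 23 nl cpd added, kinetic Ca read 180 s; agonist hits = positive Ca response.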
D2 antag: antagonizes the human D2 dopamine receptor; P14416; HEK293 TREx D2 cells, calcium flux, dopamine EC80; inhibition, % at 10 µM; hit rate 2% among 340,000; AID 485344; in the data active = inhibition above about 30%; note: 0% is about no effect
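Overnight-induced (tetracycline, 30 C) HEK293 T-REx cells carrying force-coupled D2 receive a no-wash calcium dye, then compound, then EC80 dopamine at 180 s; signals are read kinetically throughout.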
TRHR enhancer: allosterically enhances the human TRH receptor | AID 493056 | TRHR cells, fluo-8 calcium fluorescence, EC20 TRH enhancement | hit rate 0.66% among 360,000 | P34981 | enhancement, % at 2 µM; in the data active = enhancement above about 30%; note: 0% is about no effect
Target sequence (P34981 whole entry, looked up): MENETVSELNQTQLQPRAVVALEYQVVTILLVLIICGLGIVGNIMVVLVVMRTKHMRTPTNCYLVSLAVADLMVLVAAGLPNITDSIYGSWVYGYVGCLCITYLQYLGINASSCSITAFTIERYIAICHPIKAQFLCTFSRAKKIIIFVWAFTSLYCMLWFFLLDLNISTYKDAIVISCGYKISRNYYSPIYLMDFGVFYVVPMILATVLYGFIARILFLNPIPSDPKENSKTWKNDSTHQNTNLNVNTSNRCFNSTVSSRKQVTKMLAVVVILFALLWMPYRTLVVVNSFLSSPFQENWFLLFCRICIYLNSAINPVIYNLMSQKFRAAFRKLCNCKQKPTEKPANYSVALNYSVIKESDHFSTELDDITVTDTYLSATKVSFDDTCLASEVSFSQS
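TRHR-expressing cells loaded with fluo-8 calcium dye were read kinetically (ex 480/em 530) during compound addition, then stimulated with an EC20 of TRH (10 nM final). Enhancement of the Gq-mediated intracellular calcium response was scored.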
RXFP1 antagonist: blocks the human relaxin receptor RXFP1; HEK293-RXFP1, relaxin-stimulated cAMP HTRF, 30 min; hits give low values; AID 1259400; activity change, negative = inhibition, % at 57.5 µM; Q9HBX9; hit rate 0.59% among 350,000;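 active = activity change of -60% or lower, but not beyond a set lower limit; inconclusive = change between -60% and -40%, or beyond the set limit; inactive = change above -40%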; note: % is set by controls: 0 for no effect and ±100 for the full control effect
D1 ag: agonists of human D1 dopamine receptor. hit rate 1% among 360,000. activation, % at 2 µM. HEK293 T-REx D1 cells, calcium flux, agonist mode. AID 504660; note: 0% is about no effect
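Agonism was scored from calcium flux recorded over 180 s (1 read/s) after pintool compound addition, following a 10-cycle baseline. Cells were inducible force-coupled HEK293 TREx D1, plated overnight at 30 C and loaded with no-wash calcium dye.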
D1 antagonist: human D1 dopamine receptor antagonism; P21728; HEK293 TREx D1 cells, calcium flux, dopamine EC80; hits give low values; activity change, negative = inhibition, % at 10 µM; hit rate 3.2% among 360,000; in the data active = activity change below about -30%; note: % is set by controls: 0 for no effect and ±100 for the full control effect
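Allosteric or orthosteric antagonism assessed as attenuation of the calcium response to EC80 dopamine, added 180 s after compound, in induced HEK293 Trex D1 cells loaded with no-wash calcium dye.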
TRHR agonist: agonists of human TRH receptor. P34981. AID 493084. TRHR cells, calcium flux fluo-8, FDSS agonist mode. activation, % at 2 µM. hit rate 0.18% among 360,000; note: 0% is about no effect
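In this calcium-flux screen, cells bearing human TRHR are dye-loaded with fluo-8, baselined for 10 cycles, then exposed to library compounds; positive kinetic calcium responses during the agonist phase mark hits, with TRH as control.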
D1 potentiator: potentiators of human D1 dopamine receptor. P21728. HEK293 TREx D1 cells, calcium flux, dopamine EC20 potentiation. potentiation, % at 10 µM. hit rate 0.036% among 360,000. AID 504651; in the data active = potentiation above about 30%; note: 0% is about no effect
Active calls of the source: *; u = inconclusive; x = no result given; & = joins results of further samples. Cut-off read from the data, not from the text of the source, unless noted: active = activation above about 30%; inactive = the rest.

Value order: D2 potentiator	D2 agonist	D2 antag	TRHR enhancer	RXFP1 antagonist	D1 ag	D1 antagonist	TRHR agonist	D1 potentiator
CCN(CC)C(=O)c1sc2c(c1C)c(=O)n(-c1ccc(Cl)c(Cl)c1)c(=O)n2Cc1ccccc1C#N
→ x	1.0	x	11	-6	2	-14	0.7	-2
CCOc1ccccc1N(CC(=O)NCc1ccncc1)S(=O)(=O)c1ccccc1
→ -8	0.3	0	-2	4	1	3	0.1	2
O=C(COC(=O)c1ccccc1)NC(=O)NC1CCCC1
→ -2	-0.4	2	1	18	3	6	0.0	-5
Fc1ccc(/C=C2\CCCC3=C2NC(=S)NC3c2ccc(F)cc2)cc1 (configuration not stated)
→ 2	-1.1	1	-2	x	3	0	-0.7	-8
CS(=O)(=O)N1CCC(C(=O)Nc2ccc(C(F)(F)F)cc2)CC1
→ x	0.4	13	2	-25	0	-1	-0.3	2
CC(C)Oc1ccc(C(=O)NC2CCCCC2)cc1
→ -3	-0.1	19	-4	-7	-1	-2	-0.2	-3
O=C(OCCOc1cccc(Cl)c1)c1cc(S(=O)(=O)N2CCOCC2)ccc1F
→ 1	1.0	-9	-4	2	9	-1	1.1	-13
Cc1cc(C)c(OCC(=O)Nc2nnc(C3CC3)s2)c(C)c1
→ 4	0.1	5	-5	-2	1	-9	0.0	-1
COc1ccc(C(=O)N2CCC(C(=O)Nc3ccc4c(c3)OCCO4)CC2)cc1
→ 13	0.8	-3	5	0	1	4	-0.1	-7
COc1cc(OC)c(NC(=O)c2cnn(-c3ccccc3)c2-n2cccc2)cc1Cl
→ 25	-1.2	x	4	1	1	-5	-1.7	-4
COc1ccc(-n2nc(C(=O)N3CCCCC3)c3c4ccccc4n(C)c3c2=O)cc1Cl
→ -12	-0.7	x	0	-12	2	0	-1.1	-1
CC(=O)Nc1ccc(Nc2nc3c(S(=O)(=O)c4cccc(Cl)c4)nnn3c3ccsc23)cc1
→ -3	0.4	x	-5	-11	1	6	0.3	-1
COc1c2c(nc3occc13)C(CC=C(C)C)(OC)C(O)CC2 (configuration not stated)
→ -15	2.5	9	-4	6	1	-15	0.6	4
Cc1ccc(NC(=O)c2cc(S(=O)(=O)N3CCCCC3)c[nH]2)cc1C
→ 5	-0.8	8	0	x	0	5	0.0	-4
Cn1cccc1C(=O)c1ccc(Cl)cc1Cl
→ 8	-0.1	-1	-2	10	1	0	-2.4	-5
O=Cc1cn(CC(O)CN2CCCCC2)c2ccccc12 (configuration not stated)
→ -10	0.8	-23	-3	1	13	-9	0.9	-4
CCOC(=O)c1[nH]c2ccc(OC)cc2c1NC(=S)N1CCN(c2ccccc2)CC1
→ 1	-0.2	6	5	-8	2	5	-0.1	-5
CCOc1ccc(-c2nc(CSCC(=O)NCCc3ccc(OCC)c(OCC)c3)c(C)o2)cc1
→ 12	x	x	1	-38	1	12	-0.4	-2
O=C(Nc1cccnc1Cl)c1cc(-c2ccc(Cl)cc2)on1
→ -3	0.3	x	0&3	-16	4&1	-6&10	0.3&0.9	13&2
CCN=c1scc(-c2ccco2)n1/N=C/c1ccc(O)cc1
→ 4	-0.3	-15	10	-27	2	0	-0.4	1
Cn1c(Oc2ccc(Cl)cc2)c(C=O)c2ccccc21
→ -10	-0.2	-4	-4	3	3	5	0.7	-3
O=C(Nc1ccc2oc(-c3ccc4ccccc4c3)nc2c1)c1ccc(Cl)c(Cl)c1
→ 4	-0.7	x	0	18	-1	3	0.9	-3
CCOc1c(O)ccc(C2NC(=O)NC(C)=C2C(=O)OC)c1[N+](=O)[O-] (configuration not stated)
→ -6	-1.7	-4	12	-15	6	3	0.0	-1
O=C(CCSc1nnc(-c2ccccc2)o1)N1CCOCC1
→ -3	0.5	4	2	-4	0	6	1.0	2
COc1cccc(NC(=S)N2CCN(C)CC2)c1
→ 10	0.9	7	-3	-13	3	-18	-0.2	0
COc1cccc(NC(=O)CN2C(=O)COc3ccc(S(=O)(=O)N4CCCCCC4)cc32)c1
→ 14&0	-0.2&-0.5	-6	-5&-13	-3&-3	4&0	40&3	-0.3&0.4	3&3
COc1cc2c(cc1OC)CN(c1ccc(F)cc1[N+](=O)[O-])CC2
→ -5	-0.2	-13	3	-5	-1	-10	-1.7	-11
COc1ccc(NC(=O)CCc2nc3ccccc3s2)c(OC)c1
→ 16	-0.3	-1	-5	-9	1	-8	-1.1	2
Nc1ncc2c(n1)-c1ccoc1CC2
→ 5	0.0	1	-7	-2	1	-1	-0.8	4
COc1ccc(C(=O)CSC#N)cc1OC
→ 21	-0.3	-29	-4	-19	0	-3	0.5	-3
Cc1cccc(N(C)S(=O)(=O)c2ccc3c(c2)C(C)(C)C(=O)N3C)c1
→ 3	-0.5	41*	-3	-4	2	-16	-0.8	-9
COC(=O)COn1c(SCC(=O)OC)nc2ccccc2c1=O
→ x	x	x	-3	2	1	11	-0.7	7
COc1ccc(OC)c(NC(=O)CSc2ncccn2)c1
→ 15	-1.6	-54	-9	0	3	0	0.1	3
CCOc1cc(C2NN=C(c3ccccc3)S2)ccc1OCc1ccccc1Cl (configuration not stated)
→ -3	0.0	12	-3	-11	1	6	1.5	6
COc1cc2ccccc2cc1C(=O)Nc1ccncc1
→ -5	0.1	5	3	16	0	11	-0.6	-3
Cc1ccc(NC(=O)CN(C)S(=O)(=O)c2ccc3nc(C)sc3c2)c(C)c1
→ 1	0.9	x	3	-11	2	7	-1.5	-1
O=[N+]([O-])c1ccc(Nc2ccc(F)cc2)nc1
→ x	x	x	4	21	10	-26	-0.2	-5
N#CCCn1cc(/C=N/NC(N)=S)c(-c2ccc(-c3ccccc3)cc2)n1
→ -1	0.1	3	-4	-2	2	0	0.0	-6
CCCNC(=O)c1cc(-c2ccc(OC)cc2)on1
→ -10	0.7	-3	7	8	-1	x	0.0	0
O=[N+]([O-])c1cc(C(F)(F)F)ccc1NC1CCN(Cc2ccccc2)CC1
→ -23	-1.3	25	0	-21	3	-12	1.0	-3
Cc1ccc(C2=NN=C(NC(=O)CSc3nc(C)cc(C)n3)SC2)cc1
→ 7	-0.5	10	18	x	2	15	-0.5	-5
O=C(CNC(=O)c1ccco1)NCC(=O)OC(C(=O)c1ccccc1)c1ccc(Cl)cc1 (configuration not stated)
→ -13	-0.5	1	5	-13	1	2	-1.4	2
Cc1cccc(-n2c3nc(=O)[nH]c(=O)c-3cc3c(Cl)cccc32)c1C
→ -17	-0.4	x	-3	2	16	27	-0.8	0
O=C(O)CCCC(=O)Nc1ccc2c(c1)oc1ccccc12
→ 12	-0.2	2	-4	-1	2	37	-0.5	4
CNC(=O)c1snnc1-c1ccccc1
→ 6	0.2	13	-2	-6	1	-1	0.6	11
CCOc1ccc(C2C(C#N)=C(N)SC(N)=C2C#N)cc1OC
→ -3	15	-6	1	x	40*	-11	16	-2
O=C(Nc1ccc2c(c1)OCO2)Nc1ccccc1F
→ 6	0.8	3	9	-4	3	-4	-0.3	-3
CC(C)(O)c1ccc2c(c1)CCC1C(C)(C(=O)O)CCCC21C (configuration not stated)
→ 6	x	x	-3	4	1	9	-0.3	-10
COC(=O)c1ccc(NC(=O)c2ccc(NC(=O)C3CCCO3)cc2)cc1 (configuration not stated)
→ -7	11	-2	-21	-4	8	-10	0.6	-8
CO/N=C\Cc1oc(=O)c(NC(=O)c2ccccc2)cc1C(=O)OC
→ 4	0.0	-4	2	-14	0	-13	1.5	-5

(cont.)
Value order: D2 potentiator	D2 agonist	D2 antag	TRHR enhancer	RXFP1 antagonist	D1 ag	D1 antagonist	TRHR agonist	D1 potentiator
Cc1ccc(CNC(=O)CNS(=O)(=O)c2ccc(Br)s2)cc1
→ x	-3.1	-17	5	-10	11	-29	-0.8	-14
O=C(O)/C=C/C(=O)N1CCN(C(=O)/C=C/C(=O)O)CC1
→ 5	-0.2	8	5	1	1	6	-0.1	-9
COc1ccc(N2CCN(c3nc4cc(C)ccc4cc3C=O)CC2)cc1
→ 4	x	2	-1	-8	0	-1	-0.2	-1
O=C1CCC(c2ccccc2)=NN1Cc1c(F)cccc1Cl
→ -1	0.8	4	-1	-21	-2	5	0.7	2
Cc1ccc(-c2nc(-c3cccnc3)no2)cc1
→ -10	-0.3	9	7	-10	-1	14	-0.4	-2
COc1ccc(N2CCN(C(=O)C(C)n3c(=O)cc(C(F)(F)F)c4c(C)nn(C)c43)CC2)cc1 (configuration not stated)
→ 10	1.4	x	-3	x	0	21	-0.9	-1
CC1CCN(S(=O)(=O)c2ccc3nc(NCc4ccc(F)cc4)ccc3c2)CC1
→ x	0.3	x	-5	6	4	-23	0.0	-4
Oc1ccc(Nc2nc(-c3ccc(Cl)cc3)nc3ccccc23)cc1
→ -4	-2.0	x	-2	u	4	-34*	-1.3	-5
CC1CCN(CCNC(=O)CN(C)S(=O)(=O)c2cccc3nsnc23)CC1
→ 7	-0.8	-9	3	2	2	-31*	-0.7	-8
COc1ccc2c3c(c(=O)oc2c1)C1O[C@](c2ccsc2)(Cc2ccccc21)O3
→ x	x	x	-8	x	3	4	-1.0	-2
Cn1c(SCc2cccc(C(F)(F)F)c2)nnc1-c1ccco1
→ 1	0.0	10	-5	-5	0	-3	-0.8	-3
O=C(CNc1cccc2ccccc12)N/N=C/c1ccc([N+](=O)[O-])o1
→ -4	-0.6	-7	-7	-8	2	-28	-0.3	-6
COc1cc(/C=N/NC(=S)NCCN2CCOCC2)ccc1O
→ 10	-0.3	6	-6	x	0	-11	-0.6	-5
Cc1c(-c2ccccc2)[n+](=O)c(-c2ccc(Br)cc2)c(C)n1[O-]
→ -18	-0.7	-17	-4	2	2	10	-1.0	6
c1ccc(Nc2cc(-c3ccccc3)nc3ncnn23)cc1
→ 3	0.2	-2	3	6	1	-6	-0.4	5
O=C(O)CCCCCN1C(=O)C2CCCCC2C1=O (configuration not stated)
→ 14	-0.1	-5	9	1	1	7	0.2	2
Cc1cc(C)c(S(=O)(=O)CCC(C)C)c(=O)[nH]1
→ 13	0.9	-3	-1	13	5	-3	0.0	0
CCc1ccc(C(=O)c2cn(CC(=O)Nc3ccc(F)c(F)c3)c3cc(OC)c(OC)cc3c2=O)cc1
→ -5	x	x	-3	x	7	-6	-1.8	-4
Cc1ccc(N(C(=O)c2snc(C(N)=O)c2N)C(C(=O)NCC2CCCO2)c2c[nH]c3ccccc23)cc1 (configuration not stated)
→ -5	0.8	-10	12	-19	2	2	1.0	6
O=C1C(c2ccc(F)cc2)N(Cc2ccccc2Cl)C(=O)CN1C1CCCCC1 (configuration not stated)
→ -6	-0.2	x	-2	-5	-2	-42*	-0.6	-1
COc1ccc(N(CC(=O)Nc2ccccc2C)S(=O)(=O)c2c(C)[nH]c(=O)[nH]c2=O)cc1
→ 1	0.5	4	-2	1	1	13	0.1	-3

Sorted by formula weight (falling): part of the list above
Value order: D2 potentiator	D2 agonist	D2 antag	TRHR enhancer	RXFP1 antagonist	D1 ag	D1 antagonist	TRHR agonist	D1 potentiator
O=C1C(c2ccc(F)cc2)N(Cc2ccccc2Cl)C(=O)CN1C1CCCCC1 (configuration not stated)
→ -6	-0.2	x	-2	-5	-2	-42*	-0.6	-1
Cn1c(SCc2cccc(C(F)(F)F)c2)nnc1-c1ccco1
→ 1	0.0	10	-5	-5	0	-3	-0.8	-3
O=C(O)CCCCCN1C(=O)C2CCCCC2C1=O (configuration not stated)
→ 14	-0.1	-5	9	1	1	7	0.2	2

Screening results as filed in PubChem.

No enrichment for hits; any-hit rate near 7.3%.
